MITF act: activators of MITF-driven TRPM1 promoter activity in SK-MEL-5 cells. SK-MEL-5 TRPM1-promoter luciferase, 24 h; % of positive control, neutral wells = 0. activation, % at 12.5 µM. actives 0.75% (n = 300,000);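 active = mean activation of at least 80% with every replicate also reaching 80%; inconclusive = mean reaches 80% but some replicate falls short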;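 note: 0% = neutral control wells and 100% = parthenolide positive control wells; values of inactives mirror those of a sister screen read the other way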
CDK5 inh: blocks human CDK5/p35 kinase activity; actives 0.01% (n = 330,000); Q00535+Q15078; Recombinant CDK5/p35, ADP-Glo luminescence, 60 min; AID 488839; inhibition, % at 10 µM;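 active = highest replicate inhibition of at least 50% and at least 75% of replicates reaching 50%; inconclusive = only one of the two criteria met; inactive = both criteria failed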;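 note: plate controls were DMSO neutral control for no effect and GW8510 at 10 µM for full effect; many of its hits are not listed in these tables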
Target sequence (Q00535 whole entry, looked up): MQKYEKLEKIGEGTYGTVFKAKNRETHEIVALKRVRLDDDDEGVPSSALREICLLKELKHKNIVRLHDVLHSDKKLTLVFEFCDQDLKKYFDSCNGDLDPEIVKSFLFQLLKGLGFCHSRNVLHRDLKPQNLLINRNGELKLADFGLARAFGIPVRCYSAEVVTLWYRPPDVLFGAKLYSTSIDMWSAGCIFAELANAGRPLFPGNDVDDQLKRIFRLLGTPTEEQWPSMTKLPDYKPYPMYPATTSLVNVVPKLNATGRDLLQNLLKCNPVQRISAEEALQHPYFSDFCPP
Target sequence (Q15078 whole entry, looked up): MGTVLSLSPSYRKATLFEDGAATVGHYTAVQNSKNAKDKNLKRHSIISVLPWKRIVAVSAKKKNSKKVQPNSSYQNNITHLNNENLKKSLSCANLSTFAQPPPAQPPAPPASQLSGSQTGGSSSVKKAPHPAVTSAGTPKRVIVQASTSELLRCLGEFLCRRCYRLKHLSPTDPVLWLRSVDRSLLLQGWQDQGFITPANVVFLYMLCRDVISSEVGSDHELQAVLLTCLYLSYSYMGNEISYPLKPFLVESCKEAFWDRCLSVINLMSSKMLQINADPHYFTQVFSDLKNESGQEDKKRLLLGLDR
Wnt act: activators of Wnt/beta-catenin signaling; Wnt/beta-catenin reporter cell assay, activator, plate reader; activation, % at 9.35 µM; actives 1.2% (n = 300,000); AID 743398; in the data active = activation above about 30%, passing the limit was not always enough; inconclusive = no clear call, values can overlap the other calls;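 note: 0% = neutral control wells and 100% = positive control wells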
SR-BI HDL uptake: inhibitors of mouse SR-BI mediated HDL lipid uptake. Q61009. ldlA[mSR-BI] CHO cells, DiI-HDL uptake fluorescence, 3 h. inhibition, % at 12.5 µM. actives 0.96% (n = 320,000). AID 488896;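 active = mean replicate inhibition of at least 70% and a set share of replicates each scoring 70 or more; inconclusive = meets just one of the two criteria; inactive = fails both criteria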;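 note: 0% = median of neutral control wells and 100% = median of positive control wells; values of inactives mirror those of a sister screen read the other way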
HTR5A ag ctr: counter-screen for OPRM1-OPRD1 agonists: human HTR5A agonism. P47898. HTR5A agonist assay, luminescence, cell-based. activation, % at 9.3 µM. actives 0.61% (n = 340,000). AID 504692; in the data active = activation mostly above about 9.5%, no sharp cut-off; inactive = mostly below about 7.6%;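 note: 0% = cells with vehicle only and 100% = reference agonist; strong numbers were not always called active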
cardiac RTF act: increases calcium sensitivity of human cardiac regulated thin filaments; P19429+P45379; IANBD-labeled TnC RTF fluorescence at EC20 calcium; 0% EC20 calcium, 100% full calcium; activation, % at 7.2 µM; actives 0.24% (n = 340,000);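 active = activation above the mean over all tested compounds plus 3 SD, cut at about 30% in these data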;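 note: rise in fluorescence read as greater calcium sensitivity of cardiac thin filaments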
Rtt109 Vps75: inhibitors of Candida albicans Rtt109/Vps75 histone acetyltransferase. Q5AAJ8. actives 0.16% (n = 330,000). inhibition, % at 34.9 µM. purified Rtt109/Vps75, ThioGlo CoA-SH fluorescence, 4 h;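 active = inhibition of at least 50% in every replicate; inconclusive = best replicate reaches 50% inhibition but some replicates fall short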
Target sequence (Q5AAJ8 whole entry, looked up): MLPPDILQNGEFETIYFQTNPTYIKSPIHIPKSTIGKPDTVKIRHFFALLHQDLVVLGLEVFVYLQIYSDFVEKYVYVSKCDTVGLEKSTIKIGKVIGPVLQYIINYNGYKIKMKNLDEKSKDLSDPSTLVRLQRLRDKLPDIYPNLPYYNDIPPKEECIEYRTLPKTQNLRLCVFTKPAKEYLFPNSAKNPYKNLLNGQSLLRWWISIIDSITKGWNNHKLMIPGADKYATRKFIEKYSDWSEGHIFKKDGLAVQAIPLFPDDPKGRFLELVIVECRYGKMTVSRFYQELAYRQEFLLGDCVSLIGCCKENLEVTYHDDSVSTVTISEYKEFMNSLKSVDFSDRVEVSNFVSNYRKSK
dFosB act: enhances mouse delta FosB homodimer DNA binding; activation, % at 25 µM; purified delta FosB, TAMRA-CDK5 oligo fluorescence polarization; percent of positive-control signal above neutral wells; actives 0.99% (n = 340,000); P13346;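 active = mean activation above about 17%, with every replicate also reaching it, limit read from the data, passing the limit was not always enough; inconclusive = only one of the two conditions met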;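 note: fluorescence polarization rise as delta FosB binds a TAMRA Cdk5 AP-1 oligo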
PvdQ inh: blocks Pseudomonas aeruginosa PvdQ acylase activity | purified PvdQ acylase, fluorescence plate reader | inhibition, % at 10 µM | actives 0.063% (n = 340,000); in the data active = inhibition above about 30%, passing the limit was not always enough; inconclusive = no clear call, values can overlap the other calls;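 note: 0% = vehicle neutral wells and 100% = reference inhibitor wells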
SR-BI DiI-HDL act: enhances SR-BI lipid uptake from DiI-HDL | CHO ldlA[mSR-BI] cells, DiI-HDL uptake fluorescence, 3 h; 100 = double the neutral-control signal | activation, % at 12.5 µM | actives 0.096% (n = 320,000) | AID 504775;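 active = mean replicate activation of at least 60% and every replicate at or above 60%; inconclusive = mean or all-replicate condition met, but not both; inactive = mean below 60% and not all replicates reaching 60%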;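 note: 0% = median plate neutral-control signal and 100% = twice that signal; values of inactives mirror those of a sister screen read the other way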
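Test system: SR-BI-overexpressing, LDLR-lacking CHO cells; Medium: Ham's F12 with 0.5% BSA, HEPES 25 mM, pH 7.4; Schedule: 3 h, 37 °C; Technique: bottom-read fluorescence, 550/595 nm.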
* marks the source's active call; other numbers are inactive results; ? = inconclusive; . = not tested or not shown.

SMILES	SR-BI HDL uptake	CDK5 inh	SR-BI DiI-HDL act	Rtt109 Vps75	PvdQ inh	HTR5A ag ctr	cardiac RTF act	Wnt act	dFosB act	MITF act
COc1cc(C2(O)CCCCC2C)cc(OC)c1OC (stereo unspecified)	9	-2.7	-9	7	-7	3	-1	.	-8	-4
CN1CCN(S(=O)(=O)c2ccc(NC(=S)NC(=O)C3CCCCC3)cc2)CC1	8	0.6	-8	-11	-12	-3	1	-2	-13	-5
COc1cccc(CN(C)C(=O)C2CCN(S(=O)(=O)c3cccs3)CC2)c1OC	1	0.2	-1	1	-11	0	-1	-3	-2	-7
NS(=O)(=O)c1ccc(CCn2c(=S)[nH]c3ccc(F)cc3c2=O)cc1	36	0.8	-36	-3	-10	2	0	1	1	4
O=C(CCC(=O)c1ccccc1)NC1CCCN(Cc2ccccc2F)C1 (stereo unspecified)	-9	-1.8	9	1	-11	0	2	1	-3	10
COc1ccc(/C=C/C(=O)NCCCNC(=O)/C=C/c2ccc(OC)c(OC)c2)cc1OC	65	1.9	-65	-3	-7	2	-4	0	4	-3
Cc1ccc(S(=O)(=O)NC(CC(=O)NC2CCCC2)c2ccco2)cc1 (stereo unspecified)	0	1.2	0	-14	-18	1	2	.	1	-5
CC1CC(C)CN(S(=O)(=O)c2ccc3c(c2)CC(=O)N3)C1 (stereo unspecified)	5	0.2	-5	3	-4	4	-2	3	-4	0
CC(C)(Oc1ccc(Cl)cc1)C(=O)N1CCN(c2ccccn2)CC1	5	-2.0	-5	3	-6	2	2	.	5	5
O=C(Nc1ccc(Cl)cc1)c1ccc2c(c1)S(=O)(=O)c1ccccc1C2=O	-3	2.8	3	5	-11	-4	3	0	-1	0
Cn1ncc2c(Nc3ccc4ccccc4c3)ncnc21	10	2.3	-10	1	-10	0	-5	21	-2	69
CC(C)c1ccc(C=NNc2ccc([N+](=O)[O-])cn2)cc1	-3	1.6	3	4	3	4	-5	10	-1	16
CC1(c2nnc(Cc3ccccc3)o2)CC(c2ccc(Cl)cc2)=NO1 (stereo unspecified)	-14	-0.8	14	5	0	1	-6	-2	3	-3
Cc1sc2ncn(CC(=O)NCCCC(=O)Nc3ccc(C(C)C)cc3)c(=O)c2c1C	.	-3.7	.	-3	-9	4	-3	-2	10	-3
Cc1cccc(C(P(=O)(c2ccccc2)c2ccccc2)P(=O)(c2ccccc2)c2ccccc2)n1	-50	2.0	50	0	-7	-2	1	1	-10	7
Cn1c(SCC(=O)Nc2ncc(C(F)(F)F)cc2Cl)nnc1-c1ccc(Cl)cc1	-32	-2.9	32	-9	-7	-4	1	-1	-3	12
CC(C)Cn1c2c(c(=O)[nH]c1=O)C(NS(=O)(=O)c1ccc(Cl)cc1)(C(F)(F)F)C(=O)N2 (stereo unspecified)	-6	0.1	6	3	-2	5	4	16	-1	-6
CSc1ccccc1NC(=O)N1CCC(CO)(CC2CCCCO2)CC1 (stereo unspecified)	-20	1.4	20	2	-8	4	-4	-15	4	-5
Cc1ccccc1-c1nnc(CN2CCN(C(=O)c3ccco3)CC2)o1	.	1.5	.	8	8	6	-5	-2	-13	8
Cc1cc(C)c(NC(=O)CN(C)C(=O)C2CC(=O)N(c3cccc4ccccc34)C2)c(C)c1 (stereo unspecified)	30	0.4	.	42	4	-8	-2	0	-7	-12
CCOc1nsc(OCC)n1	-2	-1.5	2	-2	-15	-1	-1	-1	2	1
Cc1ccc(S(=O)(=O)/N=C2/NC(=O)/C(=C/c3ccccn3)S2)cc1	-8	-0.3	8	14	2	2	4	-2	-5	-6
COc1ccc(CN2CCC3CC2c2cc(Cl)ccc23)cc1 (stereo unspecified)	31	-1.5	-31	-5	-7	-2	-4	-3	-2	13
COc1cccc(-c2ccc(=O)n(CC(=O)NCCN3CCOCC3)n2)c1	-17	-2.8	17	-3	-10	2	-7	.	5	-3
CN(Cc1cccs1)c1ncnc2sccc12	-3	-1.8	3	-7	7	3	0	.	-4	10
CC(C)CC(COCc1ccc(Cl)cc1)N1CCN(C(=O)c2cccc(C(F)(F)F)c2)CCC1=O (stereo unspecified)	-6	0.1	6	10	-14	0	2	-7	-18	4
COc1ccc(S(=O)(=O)O/N=C2\CCSc3ccc(C)cc32)cc1	10	0.2	-10	1	-15	-2	3	.	2	-8
COc1ccccc1NC(=O)Nc1ccc(S(=O)(=O)Nc2onc(C)c2C)cc1	-67	0.3	?	-27	-12	-1	0	-2	-2	.
COc1ccc(NC(=O)CN(C)C(=O)c2ccc3c(c2)OCCO3)cc1	-2	-1.2	2	-24	3	-1	-1	-1	5	9
Cc1cc(C(=O)OCC(=O)Nc2ccccc2[N+](=O)[O-])c2ccccc2n1	-5	-1.2	5	14	-6	-1	-4	-1	3	-1
CCOc1ccc(CCNC(=O)COC(=O)C2CCN(S(=O)(=O)c3ccc(C)c(C)c3)CC2)cc1OCC	7	0.4	-7	-17	-15	-2	2	-1	-14	-5
O=C(c1cc(=O)c2ccccc2o1)N1CCCc2ccccc21	-4	0.0	4	-4	-5	4	8	.	-9	5
Brc1cnc2nc(SC/C=C/c3ccccc3)[nH]c2c1	-4	1.2	4	6	2	3	2	10	?	.
Cc1cc(-c2ccc(Br)s2)nc(-n2cccc2)n1	24	0.9	-24	0	-8	1	6	1	-11	7
COc1ccc(N(C)C(=O)Cc2c(C(=O)O)n(C)c3ccccc23)cc1	-2	-0.1	2	.	-8	1	0	-3	-6	-3
Cc1cc(Cl)nc(Cl)c1C(=O)NC(=O)NCCC(C)C	-3	-0.7	3	6	7	5	-1	-1	-7	15
O=C1COc2ccc(C(=O)NCc3ccco3)cc2N1	-22	0.1	22	67*	6	8	8	-1	-12	5
O=C(COC(=O)c1ccco1)Nc1nnc(-c2ccccc2)o1	-26	0.6	26	21	10	7	2	7	0	-5
O=C(NCc1ccc(F)cc1)c1noc2c1CCCCC2	-8	-0.3	8	10	-13	14*	4	4	-2	42
Cc1ccc(Cl)cc1NC(=O)c1ccccc1OCC(=O)Nc1ccc(Cl)cc1	56	-0.4	-56	2	0	2	-2	-30	33*	-24
CC(CN1CCCCC1)OC(=O)c1ccccc1Cl (stereo unspecified)	-7	0.5	7	3	-2	-3	8	.	-4	-2
Cc1ccccc1NC(=O)Cc1nc(COC(=O)c2ncc(Cl)c(Cl)c2Cl)cs1	-7	-0.1	7	-8	-16	-4	-4	-5	-4	-17
CCCN1CCC(=O)N(CCSc2ccccc2)CC1	-19	0.1	19	-8	0	0	-2	23	9	25
O=C(Nn1cnnc1)c1ccccc1-c1ccccc1	-25	0.1	25	-9	-5	3	-5	-4	5	.
O=C(NCCCN1CCCC1=O)c1cccc(N2CCCC2=O)c1	-1	-0.8	1	2	-3	-3	-1	0	-1	12
COCCN(C(=O)COC(=O)c1ccc2c(c1)OCCO2)c1c(N)n(Cc2ccccc2)c(=O)[nH]c1=O	-6	0.9	6	5	-1	5	-2	-3	-7	-13
CCC(C)NCCOCCOc1ccc(Br)cc1C (stereo unspecified)	-8	-1.6	8	-1	1	2	-1	-1	3	-12
CC1(C)CC(=O)C=C(NCc2cccc(C(F)(F)F)c2)C1	-2	1.1	2	-8	1	3	-4	2	-6	11
O=C(Nc1ccccc1Sc1ccccc1)c1ccc(F)cc1	-4	-0.6	4	-8	-2	1	0	-3	9	68
O=C(NCCc1c[nH]c2ccccc12)C1CCN(Cc2ccc(Br)cc2)CC1	15	-6.4	-15	-1	-1	-1	-15	-2	-7	-18
CN(C)c1ccc(C=C2C(=O)OC(C)(C)OC2=O)cc1	-7	3.1	7	10	-7	-1	-3	-1	6	10
C=CCN(c1ccccc1)S(=O)(=O)c1ccc2c(c1)NC(=O)C(C)S2 (stereo unspecified)	-27	-4.0	27	1	-12	4	-3	0	-8	4
COc1ccc(N(C(=O)c2snc(C(N)=O)c2N)C(C(=O)NC2CCCC2)c2ccc(F)cc2)c(OC)c1 (stereo unspecified)	-36	-1.6	36	3	-3	1	-1	-2	32*	-8
Cc1ccc(C2CC(c3cccs3)=NN2C(=O)c2ccc(Br)o2)cc1 (stereo unspecified)	-11	0.4	11	-1	-11	-7	-1	.	-9	19
COC(=O)c1sc(N2C(=O)C(O)=C(C(=O)c3ccc(C)o3)C2c2ccc([N+](=O)[O-])cc2)nc1C (stereo unspecified)	16	1.5	-16	17	-6	5	3	2	-8	-4
COc1ccc(/C=C(\C#N)C(=O)Nc2cc(S(=O)(=O)N3CCCCC3)ccc2N2CCCCC2)cc1	31	0.8	-31	-6	-4	6	-7	.	-9	13

Continuation.
SMILES	SR-BI HDL uptake	CDK5 inh	SR-BI DiI-HDL act	Rtt109 Vps75	PvdQ inh	HTR5A ag ctr	cardiac RTF act	Wnt act	dFosB act	MITF act
CCc1ccc([C@@H]2CC=C(C(=O)O)[C@H](c3ccccc3F)N2S(=O)(=O)c2ccc(C)cc2)cc1	-25	1.3	25	5	-11	-2	-3	3	-1	18
COc1ccc(NC(=O)CN2CCN(S(=O)(=O)c3cccs3)CC2)cc1Cl	27	-8.7	-27	7	-6	-1	1	-1	-13	10
CCOc1ccc(NC(=O)CN(C)C(=O)c2cccnc2Sc2ccc(C)c(C)c2)cc1OCC	40	-0.4	-40	7	7	5	1	-3	-11	8
Cc1ccc(-c2nnc(SCC(=O)NC3CCS(=O)(=O)C3)nc2-c2ccc(C)cc2)cc1 (stereo unspecified)	12	1.6	-12	-4	-22	-2	4	-3	-14	-8
COc1ccc(/C=C/C(=O)CCC(=O)O)cc1	-20	-0.5	20	-2	-12	-1	0	3	4	-13
Cc1c(Nc2nc(-c3cccc([N+](=O)[O-])c3)cs2)c(=O)n(-c2ccccc2)n1C	2	0.3	-2	5	-1	1	2	11	-18	5
Cc1cccc(N2CCN(S(=O)(=O)c3ccc4c(c3)NC(=O)CO4)CC2)c1C	-24	-0.7	24	6	-13	4	0	1	-6	-5
CC(C)N(C(=O)Cn1cc(S(=O)(=O)CC(=O)NCc2ccccc2)c2ccccc21)C(C)C	48	0.4	-48	-3	8	7	-3	-2	-5	-3
CCOc1ccc(NC(=O)CN2CCN(CC(=O)Nc3ccc(F)c(F)c3)CC2)cc1	54	1.3	-54	2	-9	0	4	.	-15	1
CN1CCN(CC(=O)NN(Cc2ccccc2)c2ccccc2)CC1	-29	-1.5	29	-3	-8	2	-7	5	-1	.
CC(C)(CO)Cc1cc(C(C)(C)C)c(O)c(C(C)(C)C)c1	20	0.8	-20	-1	1	3	-5	-1	-6	35

Bioassay records as filed in PubChem BioAssay.
